KAT2A inh = qHTS Assay for Inhibitors of GCN5L2; GCN5L2 HAT assay, ThioGlo1 CoA-SH fluorescence; Potency, µM (top dose mostly 58.9 µM), for inactives: at the highest dose activity change, negative = inhibition, usual class: inhibitors; 390,000 tested, 0.21% active; AID 504327, 2011
Target sequence (Q92830 whole entry, looked up): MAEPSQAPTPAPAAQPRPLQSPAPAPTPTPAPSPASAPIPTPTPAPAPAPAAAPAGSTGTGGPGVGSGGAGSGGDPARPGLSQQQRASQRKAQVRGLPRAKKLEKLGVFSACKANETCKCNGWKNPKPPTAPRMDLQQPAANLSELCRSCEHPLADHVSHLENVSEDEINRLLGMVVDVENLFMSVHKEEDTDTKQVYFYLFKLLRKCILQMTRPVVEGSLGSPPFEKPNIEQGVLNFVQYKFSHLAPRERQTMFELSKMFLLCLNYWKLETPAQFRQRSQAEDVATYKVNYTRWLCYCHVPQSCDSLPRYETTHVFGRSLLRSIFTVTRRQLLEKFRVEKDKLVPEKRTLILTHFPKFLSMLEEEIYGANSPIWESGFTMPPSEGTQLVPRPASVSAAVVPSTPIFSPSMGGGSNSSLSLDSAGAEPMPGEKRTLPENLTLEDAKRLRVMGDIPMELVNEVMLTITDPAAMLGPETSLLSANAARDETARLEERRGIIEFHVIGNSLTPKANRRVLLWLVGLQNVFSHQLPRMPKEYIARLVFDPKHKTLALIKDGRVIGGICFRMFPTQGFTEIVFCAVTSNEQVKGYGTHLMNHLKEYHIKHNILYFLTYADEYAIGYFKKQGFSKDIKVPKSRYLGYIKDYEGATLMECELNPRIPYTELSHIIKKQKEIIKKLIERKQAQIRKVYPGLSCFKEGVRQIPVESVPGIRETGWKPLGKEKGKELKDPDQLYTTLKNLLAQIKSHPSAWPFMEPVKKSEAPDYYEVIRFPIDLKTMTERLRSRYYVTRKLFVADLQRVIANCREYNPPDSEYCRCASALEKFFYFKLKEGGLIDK
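GCN5L2 (20nM final) in 50mM HEPES, 0.1mM EDTA pH 7.5, 0.01% Tween-20 was preincubated 15 min at room temperature with compound, then given ThioGlo1 (50uM), H3(1-25) peptide (75uM) and acetyl-CoA (70uM); CoA-thiol fluorescence (Ex340/Em540) was read at 0 and 20 min.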
DT40 TDP1 CPT = qHTS for Inhibitors of human tyrosyl-DNA phosphodiesterase 1 (TDP1): qHTS in cells in presence of CPT; chicken DT40 Tdp1-/-;hTDP1 cells + 20 nM CPT, ATP luminescence, 48 h; Potency, µM (highest dose often 46.2 µM), without a hit: at the highest dose activity change, negative = growth inhibition, most hits filed as inhibitors; 420,000 tested, 12% active; AID 686979, 2013; also: nearly all actives have a fitted effect of over 55% in size
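Cell growth measured by CellTiter-Glo luminescence after a minimum 48 h, 37 C compound exposure with 20 nM CPT in Tdp1-knockout DT40 cells stably expressing hTDP1, seeded 400/well; qHTS titration format.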
DT40 TDP1 no CPT = qHTS for Inhibitors of human tyrosyl-DNA phosphodiesterase 1 (TDP1): qHTS in cells in absence of CPT; 420,000 tested, 15% active; Potency, µM (series often up to 46.2 µM), for the others: at the highest dose activity change, negative = growth inhibition, actives largely listed as inhibitors; DT40 Tdp1-/- hTDP1 cells, no CPT, ATP luminescence, 48 h; also: nearly all actives have a fitted effect of over 55% in size
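Cells were dispensed at 400 per well, compounds added by pin tool, plates incubated ≥48 hr at 37 °C, then CellTiter-Glo added for 30 min at room temperature before luminescence reading. Line: DT40 Tdp1-/- complemented with hTDP1; camptothecin omitted.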
Active calls of the source: *; ? = inconclusive; nt = not tested or not shown; & = joins results of further samples; [ ] = another dose, or the depositor's remark. Calls follow the shape of the dose curve; as a rule, active = well fitted curve in the direction sought with a large enough effect; inconclusive = small, poorly fitted or top-dose-only effect, or another doubt; inactive = no such curve, though single readings can be large; an effect the other way counts as inactive or inconclusive. % is scaled to controls: 0 for no effect and ±100 for the full control effect; potency is read from the fitted curve at half-maximal effect.

| Structure | KAT2A inh | DT40 TDP1 CPT | DT40 TDP1 no CPT |
| --- | --- | --- | --- |
| O=C(NS(=O)(=O)Nc1ccc(Cl)cc1)c1c[nH]c2ccccc12 | -2.3% | 2.5% | 2.9% |
| CCCCOC(=O)CNc1nnc(SCC(=O)OCC)[nH]c1=O | -1.6% | 10.3µM* | ? |
| Cc1ccccc1N=C1NN=C(c2ccccc2F)CS1 | -2.3% | ? | ? |
| C1CCN(c2c3c(nc4nnnn24)CCCC3)CC1 | -14.7% | -19.8% | -21.5% |
| COc1ccc(OCC(=O)N/N=C/c2ccc(OC)c(OC)c2C(=O)O)cc1 | 31.7%[activator] | -13.8% | -1.9% |
| CC(Sc1nc2ccccc2c(=O)n1CC1CCCO1)C(=O)NC(C)c1ccccc1 (centres undefined) | 1.1% | ? | ? |
| COc1ccccc1OCC(=O)OCC(=O)Nc1ncc(Cl)cc1Cl | -5.9% | -23.3% | 7.8% |
| Cc1ccc(S(=O)(=O)NNC(=O)c2cc([N+](=O)[O-])c(C)c([N+](=O)[O-])c2)cc1 | nt | 0.0% | -19.8% |
| Cc1[nH]nc2c1C1(CCC3(CC1)OCCO3)C(C#N)=C(N)O2 | -1.9% | 0.2% | -9.0% |
| c1coc(CSc2ncnc3c2oc2ccccc23)c1 | -0.4% | 10.6% | 8.2µM* |
| CCn1c(CN2CCCCCC2=O)nnc1SCc1cnc(-c2ccccc2)s1 | -3.5% | ? | ? |
| CC(C)Nc1nc(Cl)nc(Nc2ccccc2)n1 | ? | -15.8% | -11.2% |
| Cc1ccc(C(=O)NCC(=O)Nc2ccncc2)cc1C | -16.8% | -19.9% | -25.2% |
| CCCCCn1c(=O)[nH]c2c(c1=O)CCC2 | -7.7% | -11.4% | -19.7% |
| COc1cc(C(=O)OCC(=O)Nc2ccc(N3CCOCC3)cc2)ccc1OCC(C)C | -6.4% | -9.1% | ? |
| O=C(Nc1cccc(NC(=O)C2CCCO2)c1)c1ccco1 (centres undefined) | -0.7% | -0.6% | 20.6% |
| COc1cc(NC(=O)C2Cc3ccccc3CN2S(C)(=O)=O)cc(OC)c1 (centres undefined) | 0.1% | 2.1% | ? |
| COC(=O)c1cc(COc2ccc3c(c2)oc(=O)c2ccccc23)c(C)o1 | 0.6% | ? | ? |
| CCN(CC(=O)NCc1cccs1)S(=O)(=O)c1c(F)cccc1F | 0.4% | -19.4% | -34.8% |
| Cc1ccccc1CNC(=O)c1ccc2c(c1)N(Cc1ccccc1)CCS2 | -6.8% | ? | 20.6µM* |
| O=C(COc1ccccc1Cl)NC(=S)Nc1cccc(NC(=O)c2ccccc2Cl)c1 | -23.9% | -10.0% | -19.6% |
| CCOCCn1c(-c2ccc(OC)cc2)nc2ccccc21 | -13.8% | ? | ? |
| C[C@H]1CC[C@]2(O[C@H](CCO)C[C@H](O)[C@H]2O)O1 | nt | -1.0% | -13.1% |
| O=C(CSc1cccc2cccnc12)NCc1ccco1 | -3.7% | 8.3% | -7.6% |
| CCN(CC(=O)Nc1c(F)cccc1F)C(=O)CSc1nc(C)cc(C)n1 | -2.2% | -11.4% | -2.4% |
| O=C(COc1ccc(S(=O)(=O)N2CCCC2)cc1)NCc1ccccn1 | -4.2% | -8.8% | -20.3% |
| Cc1noc(C)c1S(=O)(=O)N1CCC(C(N)=O)CC1 | -11.4% | -5.9% | 44.1%[activator] |
| Cc1ccc(NC(=O)COC(=O)CC2CC3CCC2C3)cc1S(=O)(=O)N1CCOCC1 (centres undefined) | -8.5% | 1.6% | -22.0% |
| O=C(NCc1ccco1)C(=O)NCC1OCCN1S(=O)(=O)c1cc(F)ccc1F (centres undefined) | -16.7% | 2.0% | ? |
| O=C(NC1=NCCS1)c1cccc(Br)c1 | nt | 8.6% | -14.5% |
| CC(C)[C@H](NC(=O)OCc1ccccc1)C(=O)OCC(=O)N1CCN(c2ccc(F)cc2)CC1 | 2.2% | ? | ? |
| CCOc1ccc2[nH]c(C)c(CN3CCN(C)CC3)c(=O)c2c1 | -1.0% | -8.3% | 0.5% |
| Cc1ccc(/C=C/C(=O)OCc2nc(N)nc(Nc3ccccc3C)n2)o1 | -3.4% | -23.3% | ? |
| COc1ccc(C2C(C(=O)c3sc(C)nc3C)=C(O)C(=O)N2CCCn2ccnc2)cc1OC (centres undefined) | -4.0% | 9.0% | 2.8% |
| O=C(Nc1nc2c(Cl)ccc(Cl)c2s1)C1CC1 | ? | 7.3% | 21.8% |
| CC(Cl)C(=O)NNc1cccc(Cl)n1 (centres undefined) | ? | ? | -8.7% |
| CC(NC(=O)c1sc2cc([N+](=O)[O-])ccc2c1Cl)C(C)(C)C (centres undefined) | ? | 5.17µM* | 4.11µM* |
| COc1ccc(C(=O)CN2CCN(S(=O)(=O)c3cccc([N+](=O)[O-])c3)CC2)cc1 | 46.3%[activator] | 0.3% | -14.2% |
| CC(C)(C)C(=O)NC1CCN(C(=O)N2CCCC2)CC1 | -2.4% | 14.6% | -2.4% |
| CCOc1ccc(-c2noc(CSc3nnc(-c4ccccc4)n3-c3ccccc3)n2)cc1 | 2.2% | 20.6µM* | 11.6µM* |
| Cc1cccc(OCc2nc(-c3ccc(Br)o3)no2)c1 | -10.1% | 8.0% | -8.3% |
| Cc1ccccc1NC(=S)N(C)C1(c2ccccc2Cl)CCCCC1=O (centres undefined) | -2.6% | -15.5% | ? |
| CC(Sc1n[nH]c(N)n1)C(=O)Nc1ccc(Cl)cn1 (centres undefined) | -3.3% | -7.5% | 1.6% |
| CCCCn1c(N)c(N(CC(C)C)C(=O)c2cccc(S(=O)(=O)N3CCCCCC3)c2)c(=O)[nH]c1=O | -18.3% | -1.7% | 8.6% |
| Cc1cccc(C)c1NS(=O)(=O)c1ccc2c(c1)C(=O)c1ccccc1C2=O | 1.4% | ? | ? |
| COc1ccc(NC(=O)c2cc(C3CCCCN3C(=O)c3cc(F)ccc3C)on2)c(C)c1 (centres undefined) | nt | 11.6µM* | 8.2µM* |
| Cc1cccc(C(=O)Nc2ccccc2N2CCN(c3ccc(F)cc3)CC2)c1 | -6.6% | ? | ? |
| O=C(COc1ccccc1)Nc1ccccc1N1CCN(c2ccc(F)cc2)CC1 | -1.5% | ? | ? |
| CC(C)CN(C(=O)CSc1nncn1-c1ccccc1)c1c(N)n(CC(C)C)c(=O)[nH]c1=O | -8.1% | 20.6% | -1.1% |
| CCOc1ccc(S(=O)(=O)N2CCOCC2)cc1NC(=O)c1ccccc1F | 1.7% | 7.4% | -21.2% |
| CCOc1ccc(S(=O)(=O)Nc2cccc(C(=O)NCC(c3ccco3)N(C)C)c2)cc1 (centres undefined) | 2.2% | ? | -16.7% |
| CCOC(=O)c1ccc2nc(C)c(CC)c(Cl)c2c1 | -10.2% | 0.2% | -29.2% |
| CCCc1nn(C)c2c(=O)[nH]c(-c3cc(S(N)(=O)=O)ccc3OCC)nc12 | -10.0% | 0.6% | 2.4% |
| CCOCCCN1CN(Cc2ccco2)CNC1=S | -3.6% | -4.8% | -2.1% |
| COc1cccc(-c2ncc3ccccc3c2COC(=O)c2cccc(Br)c2)c1 | -17.8% | ? | ? |
| COc1ccc([C@H]2C[C@@H](n3cc(C4CC4)nn3)[C@H](O)CN2C(=O)c2cccs2)cc1 | nt | -14.3% | -15.9% |
| CCOC(=O)N1CCN(C(=O)CCNS(=O)(=O)c2ccc3c(c2)c(=O)n(C)c(=O)n3C)CC1 | 0.9% | -3.7% | 8.0% |
| COC(=O)C(C)Sc1nc2c([nH]c3ccccc32)c(=O)n1C (centres undefined) | 0.3% | -27.9% | -18.3% |
| Cn1c(SCc2ccccc2Cl)nc2c([nH]c3ccccc32)c1=O | -5.1% | -4.4% | -20.7% |
| O=C(O)c1ccccc1C(=O)N(c1ccccc1)c1ccccc1 | nt | 6.7% | -0.9% |

Carrying on:
| Structure | KAT2A inh | DT40 TDP1 CPT | DT40 TDP1 no CPT |
| --- | --- | --- | --- |
| COc1c(Cl)cc(Cl)cc1C(=O)Nc1ccc(CN2CCCCC2)cc1 | 5.5% | ? | 16.4µM* |
| CCCn1c(-c2ccccc2)nc2c(=O)n(C)c(=O)[nH]c21 | 0.3% | -5.5% | 0.2% |
| Cc1cc(C)nc(SCc2ccc(C(=O)N/N=C3\CC(C)CC(C)(C)C3)cc2)n1 (centres undefined) | -3.7% | -2.0% | ? |
| COc1cc(C2CC(=O)Oc3cc(C)c(Cl)c(C)c32)cc(OC)c1OC (centres undefined) | -7.3% | ? | ? |
| O=C(CO/N=C/c1ccccc1Cl)N1CCCc2ccccc21 | -2.5% | ? | ? |
| COc1ccc(/C=C/C(=O)N2CCN(c3ccccn3)CC2)c(OC)c1OC | -4.8% | ? | ? |
| Cc1occc1-c1nnc(SCC(=O)Nc2nc3ccccc3s2)o1 | -13.5% | -0.7% | -17.7% |
| Cc1ccc(-n2nc(C(=O)c3ccccc3)n3c(=O)c(Cc4ccccc4)nnc23)cc1 | nt | ? | 11.6µM* |
| COc1ccc(S(=O)(=O)Nc2ccc(-n3cccc3)cc2)cc1 | -13.1% | -2.5% | -19.4% |
| CCCOc1ccccc1C(=O)NC(CO)C(=O)O (centres undefined) | 1.4% | -20.4% | -10.5% |
| CC1Cc2nc(SCC(=O)NCC3CCCO3)n(-c3ccc(F)cc3)c(=O)c2S1 (centres undefined) | -4.9% | 4.9% | -17.3% |
| O=C(O)CCC(C(=O)O)n1c(O)c(C2=c3ccccc3=NC2=O)sc1=S (centres undefined) | -1.3% | 3.0% | 12.1% |
| O=C(NC1CCCc2ccccc21)C1CCN(c2nnc(-n3cccc3)s2)CC1 (centres undefined) | -13.4% | 23.1µM* | ? |
| CCOC(=O)Cc1csc(N/N=C/c2ccccc2)n1 | -4.1% | ? | ? |
| CC(/C=C/c1ccc2c(c1)OCO2)=N/NC(=O)CNc1ccc(C)cc1 | nt | ? | ? |
| Cc1ccc(C)c(NC(=O)COC(=O)c2nc(Cl)ccc2Cl)c1 | 0.7% | -10.8% | -5.0% |
| O=C(CSc1nnnn1-c1cccc2c1CCCC2)NC1CCCC1 | ? | ? | ? |
| COc1ccc(C)cc1NC(=O)CCNS(=O)(=O)c1cccc2nonc12 | -5.0%&-1.6% | 11.3%&1.4% | 0.0%&-11.7% |
| CCC(C)n1c(SC(C)C#N)nc2ccccc2c1=O (centres undefined) | -1.3% | ? | 23.1µM* |
| Cc1ccc(S(=O)(=O)CCC(=O)Nc2nccs2)cc1 | -1.8% | -9.8% | ? |

Compound profiles (already shown):
Cc1ccc(-n2nc(C(=O)c3ccccc3)n3c(=O)c(Cc4ccccc4)nnc23)cc1 as listed: KAT2A inh: nt; DT40 TDP1 CPT: ?; DT40 TDP1 no CPT: 11.6µM*
O=C(O)CCC(C(=O)O)n1c(O)c(C2=c3ccccc3=NC2=O)sc1=S (centres undefined) as listed: KAT2A inh: -1.3%; DT40 TDP1 CPT: 3.0%; DT40 TDP1 no CPT: 12.1%

(continued)
| Structure | KAT2A inh | DT40 TDP1 CPT | DT40 TDP1 no CPT |
| --- | --- | --- | --- |
| CCSc1nnc(C(C)NC(=O)c2ccc(OC)cc2)n1C (centres undefined) | nt | 8.6%[9.04 µM] | -12.7% |
| O=S(=O)(c1ccccc1)C1CC1(c1ccccc1)c1ccccc1 (centres undefined) | nt | ? | ? |
| COc1ccc(N2CCN(C3CCCN(C(=O)C4=C(C)OCCO4)C3)CC2)cc1 (centres undefined) | -2.2% | 13.8% | -16.8% |
| Cn1ncc2c(N3CCN(c4ccccc4Cl)CC3)ncnc21 | 9.9% | ? | 20.6µM* |
| O=C(NCc1ccccc1)C(c1c(F)cccc1Cl)N(C(=O)c1csnn1)C1CC1 (centres undefined) | 0.5% | ? | ? |
| CC(C)CNC(=S)NNC(=O)c1nn(C)cc1Cl | 1.6% | 0.2% | -16.3% |
| O=C(C1COc2ccccc2O1)N1CCOCC1 (centres undefined) | 0.3% | -10.4% | -7.5% |
| COCCNC(=O)Cn1nc(-c2ccccc2OC)ccc1=O | -1.3% | -8.0% | -1.1% |
| CCc1sc(-c2cc3ccccc3oc2=O)nc1-c1ccc(C)cc1 | nt | 9.0% | -19.1% |
| c1ccc(-c2noc(-c3cccnc3NCc3ccco3)n2)cc1 | -9.4% | ? | -11.9% |
| CCn1cc(C(=O)OCc2ccc(F)cc2)c(=O)c2ccc(C)nc21 | 0.0% | ? | -29.1% |
| CC(C)N1CCN(C(=O)c2cnn(-c3nccc(-c4ccc5c(c4)OCO5)n3)c2-c2ccco2)CC1 | nt | -1.4%[9.04 µM] | ? |
| CC(=O)c1ccc(NC(=O)c2ccc3nc(-c4ccco4)c(-c4ccco4)nc3c2)cc1 | ? | ? | ? |
| O=C(Nc1cccc2c1CCCC2)N1CCOc2ccc(Cl)cc21 | -8.9% | 7.6% | ? |

Only part of the results is shown; count on the stated rates, not on these rows.
